STEP block = blocks human striatal-enriched tyrosine phosphatase; P54829; recombinant STEP, OMFP fluorogenic substrate, fluorescence; inhibition, % at 20 µM; 360,000 compounds, 0.25% hits;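 active = inhibition at 20 µM, scaled per plate between control wells, above about 37%, limit read from the data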;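 note: 0% = DMSO with enzyme and substrate and 100% = substrate only without enzyme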
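Measure: Control-normalized % inhibition with plate pattern correction | Test system: STEP phosphatase, cell-free reaction | Medium: pH 6.0 Bis-Tris with DTT and Tween 20 | Technique: Fluorescence, 480/540 nm | Times: Reaction 20 min, ambient temperature | Doses: Single compound dose of 20 µM, 1% DMSO final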
Rpn11 inh = Rpn11 (human) deubiquitinase inhibition; human 26S proteasome, Ub4-pepOG fluorescence polarization; 20S core pre-blocked with epoxomicin; 360,000 compounds, 0.59% hits; calls only at 20 µM; O00487;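 active = inhibition at 20 µM, scaled to each plate's controls, above about 33%, limit read from the data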
DNMT1 block = DNMT1 (human) enzyme inhibition; P26358; DNMT1 molecular beacon, Hinp1I cleavage, fluorescence; inhibition (reported as % activation of signal), % at 10 µM; 360,000 compounds, 0.83% hits; in the data active = inhibition above about 50%
Target sequence (P26358 504-1616 limits assumed): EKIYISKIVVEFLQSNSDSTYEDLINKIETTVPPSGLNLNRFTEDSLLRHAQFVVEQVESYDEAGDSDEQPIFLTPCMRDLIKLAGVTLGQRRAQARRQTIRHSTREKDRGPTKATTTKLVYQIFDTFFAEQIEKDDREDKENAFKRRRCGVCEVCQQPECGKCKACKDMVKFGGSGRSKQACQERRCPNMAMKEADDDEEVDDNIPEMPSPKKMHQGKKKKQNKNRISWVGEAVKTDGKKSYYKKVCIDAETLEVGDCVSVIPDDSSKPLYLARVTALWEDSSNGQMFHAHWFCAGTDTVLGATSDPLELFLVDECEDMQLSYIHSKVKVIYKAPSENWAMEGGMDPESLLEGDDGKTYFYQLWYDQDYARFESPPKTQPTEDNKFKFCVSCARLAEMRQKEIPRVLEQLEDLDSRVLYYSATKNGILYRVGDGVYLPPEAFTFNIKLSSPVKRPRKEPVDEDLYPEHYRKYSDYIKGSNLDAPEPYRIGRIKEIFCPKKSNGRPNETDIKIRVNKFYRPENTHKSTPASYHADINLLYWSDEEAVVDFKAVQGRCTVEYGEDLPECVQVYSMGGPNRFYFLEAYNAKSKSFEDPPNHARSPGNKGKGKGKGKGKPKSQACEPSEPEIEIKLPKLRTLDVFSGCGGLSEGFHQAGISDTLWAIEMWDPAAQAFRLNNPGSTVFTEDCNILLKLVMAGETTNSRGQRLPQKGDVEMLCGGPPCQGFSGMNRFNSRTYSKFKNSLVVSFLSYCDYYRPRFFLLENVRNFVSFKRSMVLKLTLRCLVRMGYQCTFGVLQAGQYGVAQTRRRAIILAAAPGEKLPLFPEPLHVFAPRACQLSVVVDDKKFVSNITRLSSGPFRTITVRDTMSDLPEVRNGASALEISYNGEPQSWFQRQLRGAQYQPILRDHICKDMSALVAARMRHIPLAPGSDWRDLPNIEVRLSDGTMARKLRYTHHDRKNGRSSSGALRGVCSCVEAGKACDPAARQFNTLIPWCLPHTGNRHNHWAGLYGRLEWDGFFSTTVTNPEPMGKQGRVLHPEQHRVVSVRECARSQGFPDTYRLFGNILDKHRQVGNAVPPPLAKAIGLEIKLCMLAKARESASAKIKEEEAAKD
NadD block = blocks S. aureus nicotinate mononucleotide adenylyltransferase; purified NadD enzyme, colorimetric absorbance read-out; inhibition, % at 20 µM; 360,000 compounds, 0.78% hits; AID 602399; in the data active = inhibition above about 26%; note: some compounds past the cut are filed as inactive
MT1-MMP act inh = blocks activation of human MT1-MMP. P50281. HT1080 RFP-PRO-GFP cells, GFP/RFP ratio fluorescence, overnight; percent of plate control window, DMSO zero. GFP/RFP ratio change, % at 20 µM. 360,000 compounds, 0.061% hits;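 active = GFP/RFP ratio change of at least 30% with cell ATP level not reduced by more than half and red fluorescence within 50% of control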; note: strong numbers were not always called active
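Read-out: GFP/RFP fluorescence ratio; Test system: RFP-PRO-GFP reporter HT1080 cells; Compound dosing: single-point 20 µM compound, 1% DMSO; Times: overnight compound exposure at 37 °C.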
Scp1 inh = blocks human Scp-1 phosphatase activity | 340,000 compounds, 0.88% hits | Recombinant Scp1, phosphopeptide, malachite green phosphate absorbance | AID 493091 | inhibition, % at 20 µM;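 active = inhibition above about 50% at 20 µM, limit read from the data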;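 note: plate controls were DMSO wells with enzyme for no effect and wells lacking enzyme for full effect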
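Test system: SCP-1 catalytic domain; Buffer or medium: Acidic Tris acetate buffer with magnesium and detergent; Also added: Phosphorylated 17-residue peptide substrate; Compound: single 20 µM dose, 1% DMSO; Schedule: enzyme reaction 45 min at room temperature, colour 5 min, stabilisation 30 min; Signal: Phosphate-binding colour reagent, absorbance read at 630 nm.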
LMPTP inh = blocks human LMPTP phosphatase; P24666; recombinant LMPTP-A, OMFP fluorogenic substrate, fluorescence intensity; inhibition, % at 20 µM; 360,000 compounds, 0.22% hits; AID 651560;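 active = compounds that cut the enzyme signal by at least half of the control window in the single-dose screen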;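 note: plate controls were DMSO wells with enzyme plus substrate for no effect and substrate without enzyme for full effect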
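Material: LMPTP-A; amount: 0.625 nM enzyme; doses: single 20 µM dose; times: reaction 50 min, room temperature, dark; technique: fluorescence intensity of OMFP turnover product; benchmarks: no-enzyme and uninhibited controls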
SKN-1 block = inhibitors of C. elegans SKN-1; C. elegans VP596 Pgst-4::GFP/RFP ratio, acrylamide-induced, 24 h; inhibition, % at 21.8 µM; 360,000 compounds, 0.49% hits;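 active = interference check ratio from 0.5 to 1.5 plus GFP to RFP signal ratio inhibition reaching or exceeding a fixed threshold, cut at about 30% in these data, passing the limit was not always enough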; note: some compounds called inactive have numbers as strong as hits
CendR NRP1 mod = alters CendR peptide binding to human NRP-1. 360,000 compounds, 0.85% hits. AID 602438. FAM-RPARPAR peptide binding to NRP-1, fluorescence polarization. O14786. inhibition, % at 25 µM;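 active = inhibition or corrected inhibition above about 18%, plus a signal ratio from 0.5 to 1.5, limit read from the data, passing the limit was not always enough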; note: strong numbers were not always called active
SUMO1-SIM PPI = SUMO1-SIM interaction modulation; inhibition, % at 20 µM; SUMO1 binding to a labelled peptide, TR-FRET, 1 h; 360,000 compounds, 0.33% hits; P63165; in the data active = inhibition above about 37%
Numbers without * were called inactive.

Results for Cn1c(NCc2cccs2)nc2ccccc21 ?
STEP block: 2; Rpn11 inh: inactive; DNMT1 block: 2; NadD block: -8; MT1-MMP act inh: 2; Scp1 inh: 1; LMPTP inh: -0.1; SKN-1 block: -4; CendR NRP1 mod: 4; SUMO1-SIM PPI: -1

Results for CC1CCC(NC(=O)C(NS(=O)(=O)c2ccc(Br)cc2)C(C)C)CC1 (configuration not stated) ?
STEP block: 2; Rpn11 inh: inactive; DNMT1 block: -4; NadD block: 3; MT1-MMP act inh: -2; LMPTP inh: -7.6; SKN-1 block: 3; CendR NRP1 mod: 0; SUMO1-SIM PPI: -11

Results for O=C(CSc1nc(NS(=O)(=O)c2ccccc2)cc(=O)[nH]1)Nc1ccc(F)cc1 ?
STEP block: 0; Rpn11 inh: inactive; DNMT1 block: 0; NadD block: -2; MT1-MMP act inh: 0; Scp1 inh: -5; LMPTP inh: -0.4; SKN-1 block: 22; CendR NRP1 mod: -7; SUMO1-SIM PPI: -1

Results for CN(Cc1nc2ccccc2[nH]1)C(=O)C1CCC(=O)N(C2CCCC2)C1 (configuration not stated) ?
STEP block: 0; Rpn11 inh: inactive; DNMT1 block: -2; NadD block: 2; MT1-MMP act inh: -2; Scp1 inh: -5; LMPTP inh: 0.0; SKN-1 block: -19; CendR NRP1 mod: -3; SUMO1-SIM PPI: -1

Results for Cc1ccc(C(=O)OCC(=O)c2c(N)n(C)c(=O)n(C)c2=O)cc1S(=O)(=O)N1CCCCC1 ?
STEP block: -2; Rpn11 inh: inactive; DNMT1 block: 1; NadD block: -1; MT1-MMP act inh: 5; Scp1 inh: 9; LMPTP inh: 0.1; SKN-1 block: 7; CendR NRP1 mod: 14; SUMO1-SIM PPI: 10

Results for O=C1c2ccccc2NC(c2cccc([N+](=O)[O-])c2)N1CCc1ccccc1 (configuration not stated) ?
STEP block: 1; Rpn11 inh: inactive; DNMT1 block: 27; NadD block: -11; MT1-MMP act inh: -1; Scp1 inh: -3; LMPTP inh: 1.6; SKN-1 block: -13; CendR NRP1 mod: 13; SUMO1-SIM PPI: -16

What do the screens show for `Cc1c(NC(=O)/C(C#N)=C\c2cccs2)c(=O)n(-c2ccccc2)n1C`?
STEP block: -3; Rpn11 inh: inactive; DNMT1 block: 3; NadD block: -1; MT1-MMP act inh: -2; Scp1 inh: -6; LMPTP inh: -1.4; SKN-1 block: 8; CendR NRP1 mod: -1; SUMO1-SIM PPI: -16

What do the screens show for `O=C(COC(=O)C1(c2ccc(Cl)cc2)CCCC1)N1CCc2ccccc21`?
STEP block: 1; Rpn11 inh: inactive; DNMT1 block: 15; NadD block: -7; MT1-MMP act inh: -4; Scp1 inh: -5; LMPTP inh: 2.9; SKN-1 block: 3; CendR NRP1 mod: -6; SUMO1-SIM PPI: -2

What do the screens show for `Cc1ccc(-c2ccc(/C=N/n3cnnc3)o2)cc1`?
STEP block: -2; Rpn11 inh: inactive; DNMT1 block: -1; NadD block: -4; MT1-MMP act inh: 2; Scp1 inh: 1; LMPTP inh: 0.0; SKN-1 block: 10; CendR NRP1 mod: -11; SUMO1-SIM PPI: -28

Results for O=C(COc1cc2oc(=O)cc(-c3ccccc3)c2cc1Cl)NCc1ccccn1 ?
STEP block: -1; Rpn11 inh: inactive; DNMT1 block: 2; NadD block: 1; MT1-MMP act inh: -1; Scp1 inh: 1; LMPTP inh: 2.3; SKN-1 block: -3; CendR NRP1 mod: 4; SUMO1-SIM PPI: -26

How did CC1CCCN(c2ccc(/C=C(\C#N)c3nn(-c4ccccc4)c(N)c3C#N)cc2[N+](=O)[O-])C1 (configuration not stated) do in these assays?
STEP block: 1; Rpn11 inh: inactive; DNMT1 block: -3; NadD block: 27; MT1-MMP act inh: 4; Scp1 inh: -12; LMPTP inh: 2.8; SKN-1 block: 19; CendR NRP1 mod: 5; SUMO1-SIM PPI: -7

Results for CCN(CC)c1ccc(/C=N/Nc2cccc(C)c2)c(O)c1 ?
STEP block: -1; Rpn11 inh: inactive; DNMT1 block: -25; NadD block: 17; MT1-MMP act inh: 4; Scp1 inh: -4; LMPTP inh: 2.3; SKN-1 block: 6; CendR NRP1 mod: 0; SUMO1-SIM PPI: -2

What do the screens show for `Cc1ccc(S(=O)(=O)NC2CCCC(C(=O)O)C2)cc1` (configuration not stated)?
STEP block: 0; Rpn11 inh: inactive; DNMT1 block: -2; NadD block: 1; MT1-MMP act inh: -5; Scp1 inh: -2; LMPTP inh: 0.2; SKN-1 block: 24; CendR NRP1 mod: 12; SUMO1-SIM PPI: -1

Results for CCCNc1nc(C)cc(-c2cc(C(=O)NC3CCCC3)on2)n1 ?
STEP block: 0; Rpn11 inh: inactive; DNMT1 block: 3; NadD block: 0; MT1-MMP act inh: 1; Scp1 inh: 4; LMPTP inh: -1.9; SKN-1 block: 8; CendR NRP1 mod: 12; SUMO1-SIM PPI: -1

Results for CC(C)CC1(C)CNC(=O)NC1 ?
STEP block: 0; Rpn11 inh: inactive; DNMT1 block: 1; NadD block: 1; MT1-MMP act inh: 1; Scp1 inh: -12; LMPTP inh: -0.8; SKN-1 block: 16; CendR NRP1 mod: 0; SUMO1-SIM PPI: -2

Reprinted from above (4 entries):
Results for CCN(CC)c1ccc(/C=N/Nc2cccc(C)c2)c(O)c1 ?
STEP block: -1; Rpn11 inh: inactive; DNMT1 block: -25; NadD block: 17; MT1-MMP act inh: 4; Scp1 inh: -4; LMPTP inh: 2.3; SKN-1 block: 6; CendR NRP1 mod: 0; SUMO1-SIM PPI: -2

What do the screens show for `Cc1ccc(S(=O)(=O)NC2CCCC(C(=O)O)C2)cc1` (configuration not stated)?
STEP block: 0; Rpn11 inh: inactive; DNMT1 block: -2; NadD block: 1; MT1-MMP act inh: -5; Scp1 inh: -2; LMPTP inh: 0.2; SKN-1 block: 24; CendR NRP1 mod: 12; SUMO1-SIM PPI: -1

Results for CCCNc1nc(C)cc(-c2cc(C(=O)NC3CCCC3)on2)n1 ?
STEP block: 0; Rpn11 inh: inactive; DNMT1 block: 3; NadD block: 0; MT1-MMP act inh: 1; Scp1 inh: 4; LMPTP inh: -1.9; SKN-1 block: 8; CendR NRP1 mod: 12; SUMO1-SIM PPI: -1

Results for CC(C)CC1(C)CNC(=O)NC1 ?
STEP block: 0; Rpn11 inh: inactive; DNMT1 block: 1; NadD block: 1; MT1-MMP act inh: 1; Scp1 inh: -12; LMPTP inh: -0.8; SKN-1 block: 16; CendR NRP1 mod: 0; SUMO1-SIM PPI: -2

(more compounds)
How did O=C(O)CSc1nnc(NC(=O)CN2CCOCC2)s1 do in these assays?
STEP block: -2; Rpn11 inh: inactive; DNMT1 block: -1; NadD block: -5; MT1-MMP act inh: 5; Scp1 inh: -10; LMPTP inh: -1.8; SKN-1 block: -11; CendR NRP1 mod: -8; SUMO1-SIM PPI: 2

What do the screens show for `COc1ccc(-c2noc(CN(C(=O)c3ccoc3C)C(C)C)n2)cc1`?
STEP block: -2; Rpn11 inh: inactive; DNMT1 block: 6; NadD block: -6; MT1-MMP act inh: -1; Scp1 inh: -8; LMPTP inh: -0.6; SKN-1 block: -1; CendR NRP1 mod: 7; SUMO1-SIM PPI: 0

What do the screens show for `O=C(Cn1cnc2cc([N+](=O)[O-])ccc2c1=O)NCc1ccc(Cl)cc1`?
STEP block: 0; Rpn11 inh: inactive; DNMT1 block: -8; NadD block: 3; MT1-MMP act inh: 4; Scp1 inh: -1; LMPTP inh: 0.0; SKN-1 block: 6; CendR NRP1 mod: -15; SUMO1-SIM PPI: -13

How did O=C1CN(C(=O)COC(=O)CCC(=O)c2ccc(F)cc2)c2ccccc2N1 do in these assays?
STEP block: 2; Rpn11 inh: inactive; DNMT1 block: 2; NadD block: 2; MT1-MMP act inh: -1; Scp1 inh: -3; LMPTP inh: 0.3; SKN-1 block: -21; CendR NRP1 mod: -4; SUMO1-SIM PPI: 2

Results for COc1ccc(NC(=O)Nc2ccc(OCc3ccccc3)cc2)cn1 ?
STEP block: -2; Rpn11 inh: inactive; DNMT1 block: 7; NadD block: -7; MT1-MMP act inh: -18; Scp1 inh: -3; LMPTP inh: -0.9; SKN-1 block: 12; CendR NRP1 mod: 16; SUMO1-SIM PPI: -4

What do the screens show for `O=C(C1=C(O)C(=O)N(Cc2ccco2)C1c1cccnc1)c1cc2ccccc2o1` (configuration not stated)?
STEP block: 4; Rpn11 inh: inactive; DNMT1 block: 2; NadD block: 10; MT1-MMP act inh: -2; Scp1 inh: 15; LMPTP inh: 4.6; SKN-1 block: -3; CendR NRP1 mod: -42; SUMO1-SIM PPI: 3

What do the screens show for `Cn1c(SCC(=O)N2CCCCCC2)nc2c(c1=O)SCC2`?
STEP block: -1; Rpn11 inh: inactive; DNMT1 block: 3; NadD block: -9; MT1-MMP act inh: 0; Scp1 inh: 7; LMPTP inh: 0.3; SKN-1 block: -4; CendR NRP1 mod: 3; SUMO1-SIM PPI: -2

How did Cc1ccc(S(=O)(=O)N2C[C@H]3[C@H]4C(=O)N(c5ccccc5)C(=O)[C@H]4C[C@H](OC(=O)Nc4c(C)noc4C)[C@@]3(O)C2)cc1 do in these assays?
STEP block: 2; Rpn11 inh: inactive; DNMT1 block: 1; NadD block: -5; MT1-MMP act inh: 0; LMPTP inh: -0.9; SKN-1 block: -7; CendR NRP1 mod: -1; SUMO1-SIM PPI: 0

What do the screens show for `O=S(=O)(c1cnccc1N1CCN(CCO)CC1)N1CCCCC1`?
STEP block: -2; Rpn11 inh: inactive; DNMT1 block: 3; NadD block: -3; MT1-MMP act inh: 0; Scp1 inh: -4; LMPTP inh: -2.3; SKN-1 block: 8; CendR NRP1 mod: -12; SUMO1-SIM PPI: 1

How did O=C(O)c1ccc2oc(=O)c(S(=O)(=O)c3ccccc3)cc2c1 do in these assays?
STEP block: -3; Rpn11 inh: inactive; DNMT1 block: 3; NadD block: -2; MT1-MMP act inh: 0; Scp1 inh: -10; LMPTP inh: 0.2; SKN-1 block: 14; CendR NRP1 mod: 6; SUMO1-SIM PPI: -22

What do the screens show for `COc1ccc(CC(O)CC2c3c(cc4c(c3OC)OCO4)CCN2C)cc1` (configuration not stated)?
STEP block: 1; Rpn11 inh: inactive; DNMT1 block: 0; NadD block: -4; MT1-MMP act inh: -11; Scp1 inh: -4; LMPTP inh: -0.8; SKN-1 block: 9; CendR NRP1 mod: 16; SUMO1-SIM PPI: 2

From PubChem
